Screens as filed in PubChem.
DSG3 Ab inh = blocks pemphigus antibody binding to human desmoglein-3; DSG3-coupled beads, scFv-anti-DSG3-GFP binding, flow cytometry; active compounds read low; binding (percent of control), % at 10 µM; actives 0.48% (n = 310,000);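 active = binding more than 3 SD below its plate's average and above zero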;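 also: hits lower antibody fragment binding to DSG3; some compounds called inactive have numbers as strong as hits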
PKA-R1A activ = activators of PKA-R1A complex; AID 504707; PKA-R1A dissociation, Cy5-IP20 fluorescence polarization; scaled: DMSO 0%, 113 µM cGMP 100%; activation, % at 11.4 µM; P00514+P68181; actives 0.083% (n = 340,000);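 active = percent activation above the mean of all tested compounds plus 3 SD, cut at about 19% in these data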;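 also: higher means more PKAc released from R1A so a rise in polarization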
OPRM1-OPRD1 inv = inverse agonist of human OPRM1-OPRD1 heterodimerization. P35372+P41143. cell-based MOR-DOR heterodimer luminescence, inverse agonism. inhibition, % at 9.3 µM. actives 0.21% (n = 340,000); in the data active = inhibition above about 22%, passing the limit was not always enough;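 also: 0% = cells with DMSO and 100% = wells without cells with DMSO; values of inactives mirror those of a sister screen read the other way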
HTR5A inv ctr = inverse agonist of human HTR5A in OPRM1-OPRD1 counter-screen. P47898. HTR5A cell line, luminescence, inverse agonism. inhibition, % at 9.3 µM. actives 0.083% (n = 340,000); in the data active = inhibition mostly above about 23%, no sharp cut-off; inactive = mostly below about 18%;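 also: 0% = cells with DMSO and 100% = no-cell wells with DMSO; some compounds called inactive have numbers as strong as hits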
Target sequence (P47898 whole entry, looked up): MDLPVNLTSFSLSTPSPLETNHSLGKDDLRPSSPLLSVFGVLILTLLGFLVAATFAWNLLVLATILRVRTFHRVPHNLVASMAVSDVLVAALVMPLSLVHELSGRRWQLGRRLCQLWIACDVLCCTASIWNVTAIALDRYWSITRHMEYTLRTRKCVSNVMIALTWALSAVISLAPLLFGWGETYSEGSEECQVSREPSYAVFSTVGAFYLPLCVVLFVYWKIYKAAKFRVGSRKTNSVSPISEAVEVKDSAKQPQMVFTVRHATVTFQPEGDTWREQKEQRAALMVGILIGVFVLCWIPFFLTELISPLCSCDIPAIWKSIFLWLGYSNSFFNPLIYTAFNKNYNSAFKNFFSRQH
DAGLB inhibitor = blocks human DAGLB lipase activity. actives 0.059% (n = 340,000). Q8NCG7. inhibition, % at 5.17 µM. AID 504411. HEK293T DAGLB membrane lysate, EnzChek fluorogenic substrate; in the data active = inhibition above about 34%;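 also: 0% = enzyme with vehicle and 100% = wells lacking enzyme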
Target sequence (Q8NCG7 whole entry, looked up): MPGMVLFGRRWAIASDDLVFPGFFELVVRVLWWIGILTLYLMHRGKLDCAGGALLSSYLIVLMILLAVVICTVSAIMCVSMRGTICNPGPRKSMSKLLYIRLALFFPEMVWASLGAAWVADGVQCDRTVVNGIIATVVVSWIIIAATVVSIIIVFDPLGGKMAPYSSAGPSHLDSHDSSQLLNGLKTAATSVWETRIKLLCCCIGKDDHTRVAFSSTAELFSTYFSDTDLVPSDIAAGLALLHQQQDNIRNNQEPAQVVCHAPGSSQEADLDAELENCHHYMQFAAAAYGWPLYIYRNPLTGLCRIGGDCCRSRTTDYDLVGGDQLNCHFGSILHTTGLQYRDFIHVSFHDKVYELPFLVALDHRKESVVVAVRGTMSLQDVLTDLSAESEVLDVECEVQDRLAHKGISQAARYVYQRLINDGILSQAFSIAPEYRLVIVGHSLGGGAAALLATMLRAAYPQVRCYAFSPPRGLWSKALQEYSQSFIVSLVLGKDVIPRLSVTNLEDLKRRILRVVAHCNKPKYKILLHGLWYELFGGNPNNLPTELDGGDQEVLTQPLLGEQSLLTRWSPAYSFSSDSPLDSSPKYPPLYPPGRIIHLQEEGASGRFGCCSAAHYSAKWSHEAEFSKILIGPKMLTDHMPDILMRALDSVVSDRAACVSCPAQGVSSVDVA
MOR-DOR ag = OPRM1-OPRD1 heterodimerization agonism. P35372+P41143. cells, luminescence. activation, % at 9.3 µM. actives 0.3% (n = 340,000); in the data active = activation above about 18%;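 also: 0% = vehicle-treated cells and 100% = reference agonist; values of inactives mirror those of a sister screen read the other way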
HTR5A ag ctr = counter-screen for OPRM1-OPRD1 agonists: human HTR5A agonism; P47898; HTR5A agonist assay, luminescence, cell-based; activation, % at 9.3 µM; actives 0.61% (n = 340,000); AID 504692; in the data active = activation mostly above about 9.5%, no sharp cut-off; inactive = mostly below about 7.6%;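 also: 0% = cells with vehicle only and 100% = reference agonist; strong numbers were not always called active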
V-ATPase pH = regulators of yeast V-ATPase proton transport | S. cerevisiae, pHLuorin cytosolic pH fluorescence | response, % at 10 µM | actives 0.37% (n = 350,000) | AID 504577; in the data active = response mostly above about 7.3%, no sharp cut-off; inactive = mostly below about 5.4%; also: actives read high; inactives centre near 0; some compounds called inactive have numbers as strong as hits; reference of the scale not given here
Arrestin-AP2 inh = human beta-arrestin and AP2 interaction inhibition. FITC-arrestin peptide / GST-AP2 beads, flow cytometry; AP2 beta2 appendage carries R879A mutation. actives 0.31% (n = 340,000). AID 504490. inhibition, % at 10 µM;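 active = inhibition above a set limit, near 3 SD of compounds lacking own fluorescence, cut at about 54% in these data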;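 also: plate controls were DMSO wells for no effect and 5 µM unlabelled arrestin peptide for full effect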
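System: GST-AP2 R879A glutathione beads; medium: PBS, Tween 20 0.05%, BSA 0.1%; reagent: fluorescein-tagged arrestin peptide at 50 nM final; schedule: pre-incubation 12 min, peptide binding 1 h, room temperature; detection: flow cytometry, FL1 (488/535 nm); read-out: inhibition as reduced fluorescein signal on beads, percent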
PKA-R2B act = PKA-R2B complex activation. P22694+P31323. PKA-R2B holoenzyme dissociation, Cy5-IP20 fluorescence polarization; R2B truncated from residue 108, S112A mutant; 0% DMSO only, 100% 113 µM cGMP. activation, % at 11.4 µM. actives 0.079% (n = 340,000);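 active = activation above a cutoff set at the mean over all compounds plus 3 SD, cut at about 18% in these data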;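 also: higher means more holoenzyme dissociation and a rise in polarization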
Active calls of the source: *; . = not tested or not shown.

SMILES | DSG3 Ab inh | PKA-R1A activ | OPRM1-OPRD1 inv | HTR5A inv ctr | DAGLB inhibitor | MOR-DOR ag | HTR5A ag ctr | V-ATPase pH | Arrestin-AP2 inh | PKA-R2B act
Cc1ccsc1/C=N/NC(=O)c1ccc2ccccc2c1 | . | -6 | -32 | -12 | -4 | 6.2 | 4 | 3 | -2 | -1
CC(C)CC(NC(=O)COc1ccccc1)C(=O)O (configuration not stated) | . | -8 | 5 | 12 | -2 | -1.0 | 2 | -1 | -20 | 0
O=C(NC1CCCCC1)C1CC(=O)N(c2ccc(Cl)cc2)C1 (configuration not stated) | 105 | 12 | 2 | 2 | 0 | -0.4 | -1 | -3 | 6 | 1
CN(CCOc1ccc(Br)cc1)CC(O)c1ccccc1 (configuration not stated) | 104 | -9 | -21 | -21 | -4 | 4.1 | 6 | 4 | 5 | -6
O=C(CNC(=O)c1cccc(Br)c1)NCCc1nc2ccccc2[nH]1 | 95 | 2 | 8 | 14 | 1 | -1.5 | 0 | -4 | 4 | 1
Cc1noc(C)c1COC(=O)c1csc2c1CCC(C)C2 (configuration not stated) | 99 | 4 | -5 | 12 | -6 | 1.2 | 0 | 2 | -5 | -3
Cc1ccc(C(=O)NC(=S)Nc2ccccc2C(F)(F)F)c(C)c1 | 109 | 0 | -37 | 15 | -23 | 6.3 | 1 | 0 | 2 | -2
Cc1nc(NC(=O)c2ccc(Br)o2)ccc1Br | 108 | -12 | -8 | -27 | -10 | 1.9 | 11 | -3 | 20 | -10
CC1=NN(c2ccccc2)C(=O)C1N=Nc1cccc(O)c1 (configuration not stated) | 113 | 6 | -50 | 14 | 19 | 9.0 | -1 | 4 | 8 | 4
CCCCNC(=O)c1cc(C)nc2ccccc12 | 112 | 5 | 8 | -13 | 3 | -1.5 | 5 | -1 | -6 | -13
O=C(Nc1ccccc1F)N(Cc1ccc(F)cc1)Cc1nc2ccccc2c(=O)[nH]1 | 103 | 0 | 10 | -5 | -2 | -1.9 | 2 | -5 | 9 | -11
CCc1ccccc1Nc1nc(N)nc(COC(=O)c2c(C)noc2C)n1 | 103 | -7 | 10 | -6 | -3 | -2.3 | 2 | 0 | 19 | -1
NC(=O)COC(=O)CCCc1c[nH]c2ccccc12 | 103 | -3 | 5 | -15 | 1 | -1.0 | 4 | -2 | 0 | 5
COc1cc(/C=N/NC(=S)NCc2ccco2)cc(OC)c1OC | 102 | 0 | 7 | -1 | 0 | -1.3 | 0 | -1 | 35 | 10
C=CCn1c(CNC(=O)CCC)nc2ccccc21 | 104 | -1 | 2 | -9 | -2 | -0.3 | 1 | -2 | -2 | 0
Cc1ccc2c(c1)C1OCCC1C1N2C(=O)C2C(C(=O)O)C3C=CC21O3 (configuration not stated) | 96 | 2 | -2 | -21 | -1 | 0.3 | 10 | 5 | 6 | 8
CSc1sc(C)cc1/C=N/O | 100 | -1 | 1 | 6 | -1 | -0.3 | -2 | -1 | -19 | -3
C[C@@]12C(=O)N(CC3CCCO3)CC(=O)N1[C@H]1c3cc(Cl)ccc3OC[C@@H]1[C@@H]2c1ccccc1 (some centres not stated) | 103 | -6 | -11 | -3 | -1 | 1.7 | 3 | 0 | 1 | -1
C[C@@H]1CN(C2CCN(Cc3nc(C(c4ccccc4)c4ccccc4)no3)CC2)C[C@H](C)O1 | 102 | 6 | -5 | 2 | -3 | 0.9 | -1 | 0 | 38 | -2
CC(=O)C1=C(O)C(=O)N(Cc2ccccc2)C1c1ccc(Br)cc1 (configuration not stated) | 99 | -1 | 15 | 6 | 16 | -3.4 | -2 | 1 | -3 | 4
O=C(CNC(=O)c1ccccc1)NCC(O)c1ccc([N+](=O)[O-])cc1 (configuration not stated) | . | -12 | 7 | 15 | 0 | -1.2 | -5 | 6 | -22 | -5
CCN(CC)C(=O)[C@H]1C[C@H](CC(=O)NCc2ccco2)C(=O)N2CCc3c([nH]c4cc(-c5ccco5)ccc34)[C@]12C | 93 | -3 | 14 | 3 | 0 | -2.7 | -1 | 1 | -16 | -9
Cc1cccc(C)c1NC(=O)CN(C)C(=O)c1ccccc1OCc1ccc(F)cc1 | 105 | -3 | 14 | -30 | 1 | -2.1 | 10 | 3 | -21 | 4
O=C(CSc1ccccc1)Nc1ccc(S(=O)(=O)Nc2ncccn2)cc1 | . | -4 | 5 | 14 | 1 | -1.0 | -5 | 0 | -12 | 14
CCCCN(CC)C(=O)Cn1ncc2c1-c1cc(C)ccc1OC2 | 103 | 2 | 0 | -9 | -1 | -0.1 | -3 | -1 | 1 | 3
Cc1cccc(C(=O)N[C@H](C(=O)Nc2nc3ccc(S(C)(=O)=O)cc3s2)C(C)C)c1 | 104 | 0 | -10 | 9 | 1 | 1.9 | -3 | 3 | -14 | -8
O=C(NCC1CCCO1)/C(=C\c1cccs1)NC(=O)c1ccccc1 (configuration not stated) | 111 | -6 | 21 | -15 | 0 | -4.1 | 1 | -1 | 9 | 9
Cc1ccc(S(=O)(=O)NCC(=O)N/N=C/c2ccccc2O)cc1 | 91 | 4 | 0 | -3 | 2 | 0.1 | 1 | -3 | 26 | 3
Cc1cc(C#N)c(SCC(N)=O)nc1-c1ccc(F)cc1 | 111 | 10 | 4 | 18 | 0 | -0.7 | 0 | 1 | 36 | 6
COc1cc([N+](=O)[O-])c2ncsc2c1 | 106 | -2 | 0 | -8 | 0 | 0.0 | -4 | 2 | 0 | 1

Profiles, quoted from the list. Screens in order: DSG3 Ab inh | PKA-R1A activ | OPRM1-OPRD1 inv | HTR5A inv ctr | DAGLB inhibitor | MOR-DOR ag | HTR5A ag ctr | V-ATPase pH | Arrestin-AP2 inh | PKA-R2B act
`CCCCNC(=O)c1cc(C)nc2ccccc12` across the screens: 112 | 5 | 8 | -13 | 3 | -1.5 | 5 | -1 | -6 | -13
`C=CCn1c(CNC(=O)CCC)nc2ccccc21` across the screens: 104 | -1 | 2 | -9 | -2 | -0.3 | 1 | -2 | -2 | 0

(more compounds)
SMILES | DSG3 Ab inh | PKA-R1A activ | OPRM1-OPRD1 inv | HTR5A inv ctr | DAGLB inhibitor | MOR-DOR ag | HTR5A ag ctr | V-ATPase pH | Arrestin-AP2 inh | PKA-R2B act
CC(C)(C)CC(C)(C)NC(=S)NC1CCN(Cc2ccccc2)CC1 | 84 | -3 | -38 | 13 | 0 | 7.6 | 2 | 1 | 26 | -11
CCc1ccc2c(c1)cc(C)c1nnc(SCC(=O)Nc3cc(OC)c(OC)cc3C(=O)O)n12 | 95 | -17 | 11 | 3 | 0 | -2.4 | -1 | 2 | -16 | 1
O=C(CC1SC2=NCCN2C1=O)Nc1ccccc1 (configuration not stated) | . | -6 | 13 | 1 | -1 | -2.5 | 0 | 4 | 3 | 2
Cc1ccc(C(=O)n2c(-c3ccccc3)cnc2SCC(=O)Nc2ccccc2)cc1 | 140 | -2 | -3 | -9 | 7 | 0.6 | -1 | 7 | 4 | -10
CC(C)(C)S(=O)(=O)N1Cc2ccc(CO)cc2[C@@H]1CCO | 96 | 2 | 9 | -9 | -2 | -1.8 | 2 | -1 | 4 | 2
Nc1nonc1-n1nnc(C(=O)N/N=C/c2ccc3c(c2)OCO3)c1CSc1ccccc1 | 106 | -3 | 3 | 5 | 2 | -0.7 | -1 | -1 | 27 | 1
Oc1ccc(/C=N/Nc2ncnc3c2ncn3Cc2ccccc2)cc1O | 102 | 6 | -9 | 4 | 3 | 1.7 | -1 | -1 | . | 2
CCOC(=O)CSc1nc2ccccc2c(=O)n1CCC(=O)NCCc1ccc(OC)c(OC)c1 | 100 | 2 | 12 | -1 | -2 | -2.5 | -1 | 3 | 9 | 9
CC(C)(C)n1nnnc1C(c1cccs1)N1CCN(Cc2ccc3c(c2)OCO3)CC1 (configuration not stated) | 96 | 4 | -6 | 10 | 0 | 0.9 | 2 | -1 | -9 | -1
Cc1ccc(S(=O)(=O)N2CCCCC2)cc1NC(=O)Cn1c(=O)cnc2ccccc21 | 106 | -2 | -4 | 5 | -1 | 0.5 | -2 | 2 | 9 | -7
CCOc1ccc(-c2noc(CCC(N)=O)n2)cc1OCC | 99 | 1 | 3 | -6 | -3 | -0.5 | 3 | 2 | -9 | 10
CCOc1ccccc1N(C(=O)c1snc(C(N)=O)c1N)C(C(=O)NCc1ccccc1)c1ccc(O)cc1 (configuration not stated) | 112 | -6 | -1 | -2 | 2 | 0.1 | 1 | -3 | -2 | -2
COc1ccc(NC(=O)Nc2c(C)n(C)n(-c3ccccc3)c2=O)cc1OC | 108 | -8 | 1 | 4 | 0 | -0.2 | -2 | -2 | 23 | -12
CCCCNC(=S)NNC(=O)c1cc(C)on1 | 103 | 5 | -9 | -10 | 1 | 1.7 | -2 | 4 | 13 | 9
COCCn1c(SCC(=O)c2[nH]c(C)c(C(C)=O)c2C)nc2ccccc2c1=O | 99 | 3 | 4 | -11 | 2 | -0.7 | 4 | 2 | 7 | 10
CCc1ccccc1NC(=S)N1CCC(NC(=O)c2ccc(OC)cc2)CC1 | 107 | 2 | 14 | -12 | -3 | -2.9 | 2 | -1 | -15 | -5
CCOc1ccc(S(=O)(=O)N/N=C(\C)Cc2ccc(OC)cc2)cc1 | 93 | -12 | 6 | -19 | -2 | -1.2 | 7 | 3 | 7 | 0
COc1ccc(-n2c(SCC(=O)/C(C#N)=C(\C)N)nc3ccccc3c2=O)cc1OC | 101 | -4 | 10 | -4 | -2 | -1.8 | 1 | -3 | 15 | -8

Structures above containing an aryl thioether with sulfur outside any ring (nine):
SMILES | DSG3 Ab inh | PKA-R1A activ | OPRM1-OPRD1 inv | HTR5A inv ctr | DAGLB inhibitor | MOR-DOR ag | HTR5A ag ctr | V-ATPase pH | Arrestin-AP2 inh | PKA-R2B act
CSc1sc(C)cc1/C=N/O | 100 | -1 | 1 | 6 | -1 | -0.3 | -2 | -1 | -19 | -3
O=C(CSc1ccccc1)Nc1ccc(S(=O)(=O)Nc2ncccn2)cc1 | . | -4 | 5 | 14 | 1 | -1.0 | -5 | 0 | -12 | 14
Cc1cc(C#N)c(SCC(N)=O)nc1-c1ccc(F)cc1 | 111 | 10 | 4 | 18 | 0 | -0.7 | 0 | 1 | 36 | 6
CCc1ccc2c(c1)cc(C)c1nnc(SCC(=O)Nc3cc(OC)c(OC)cc3C(=O)O)n12 | 95 | -17 | 11 | 3 | 0 | -2.4 | -1 | 2 | -16 | 1
Cc1ccc(C(=O)n2c(-c3ccccc3)cnc2SCC(=O)Nc2ccccc2)cc1 | 140 | -2 | -3 | -9 | 7 | 0.6 | -1 | 7 | 4 | -10
Nc1nonc1-n1nnc(C(=O)N/N=C/c2ccc3c(c2)OCO3)c1CSc1ccccc1 | 106 | -3 | 3 | 5 | 2 | -0.7 | -1 | -1 | 27 | 1
CCOC(=O)CSc1nc2ccccc2c(=O)n1CCC(=O)NCCc1ccc(OC)c(OC)c1 | 100 | 2 | 12 | -1 | -2 | -2.5 | -1 | 3 | 9 | 9
COCCn1c(SCC(=O)c2[nH]c(C)c(C(C)=O)c2C)nc2ccccc2c1=O | 99 | 3 | 4 | -11 | 2 | -0.7 | 4 | 2 | 7 | 10
COc1ccc(-n2c(SCC(=O)/C(C#N)=C(\C)N)nc3ccccc3c2=O)cc1OC | 101 | -4 | 10 | -4 | -2 | -1.8 | 1 | -3 | 15 | -8
